Vif-APOBEC3F blk: blocks the Vif interaction with APOBEC3F | Potency, µM (titrated, usually from 46.1 µM), for inactives: at the highest dose activity, negative = active | HeLa A3F-eYFP + Vif (tagged APOBEC3F with the HIV-1 protein that degrades it), YFP fluorescence increase | 390,000 compounds, 0.2% hits; also: potency is read from the fitted curve at half-maximal effect; % of control where 0% means no effect; nearly all actives have a fitted effect of over 65% in size
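HeLa cells stably expressing A3F-eYFP plus Vif, plated and incubated overnight at 37 deg C, then exposed to compounds overnight at 37 deg C. Blocked degradation read as raised yellow fluorescence (Ex 488/Em 500-530).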
Vif-APOBEC3G blk: Vif-A3G binding inhibition | HeLa A3G-eYFP + Vif (tagged APOBEC3G with the HIV-1 protein that degrades it), YFP fluorescence, overnight | Potency, µM (titrated, usually from 46.1 µM), inactives show at the top dose activity, negative = active, actives largely listed as inhibitors | 410,000 compounds, 0.076% hits | AID 602310;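 also: potency is read from the fitted curve at half-maximal effect; % is scaled to controls: 0 for no effect and ±100 for the full control effect; nearly all actives have a fitted effect of over 60% in size; hits raise eYFP signal because A3G escapes Vif-driven loss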
Target sequence (Q9HC16 whole entry, looked up): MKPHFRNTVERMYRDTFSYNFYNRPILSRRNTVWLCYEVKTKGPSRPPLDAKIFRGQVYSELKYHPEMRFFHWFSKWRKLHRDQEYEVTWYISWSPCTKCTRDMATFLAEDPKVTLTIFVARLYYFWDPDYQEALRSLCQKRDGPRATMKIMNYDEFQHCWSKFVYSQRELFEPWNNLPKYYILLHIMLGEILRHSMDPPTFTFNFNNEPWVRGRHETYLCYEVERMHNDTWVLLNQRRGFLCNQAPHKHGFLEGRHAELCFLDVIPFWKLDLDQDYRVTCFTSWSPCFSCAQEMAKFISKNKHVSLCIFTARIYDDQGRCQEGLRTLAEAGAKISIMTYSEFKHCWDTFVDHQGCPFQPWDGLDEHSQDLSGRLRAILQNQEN
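Read-out is eYFP fluorescence (Ex 488/Em 500-530) from Vif-expressing HeLa A3G-eYFP cells; more signal means A3G escaped Vif-mediated degradation. Cells plated overnight, compound pinned in, incubated overnight at 37 deg C.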
D1 antagonist: human D1 dopamine receptor antagonism. P21728. HEK293 TREx D1 cells, calcium flux, dopamine EC80; stronger effect = lower value. activity change, negative = inhibition, % at 10 µM. 360,000 compounds, 3.2% hits. AID 504652; in the data active = activity change below about -30%; also: % is scaled to controls: 0 for no effect and ±100 for the full control effect
Target sequence (P21728 whole entry, looked up): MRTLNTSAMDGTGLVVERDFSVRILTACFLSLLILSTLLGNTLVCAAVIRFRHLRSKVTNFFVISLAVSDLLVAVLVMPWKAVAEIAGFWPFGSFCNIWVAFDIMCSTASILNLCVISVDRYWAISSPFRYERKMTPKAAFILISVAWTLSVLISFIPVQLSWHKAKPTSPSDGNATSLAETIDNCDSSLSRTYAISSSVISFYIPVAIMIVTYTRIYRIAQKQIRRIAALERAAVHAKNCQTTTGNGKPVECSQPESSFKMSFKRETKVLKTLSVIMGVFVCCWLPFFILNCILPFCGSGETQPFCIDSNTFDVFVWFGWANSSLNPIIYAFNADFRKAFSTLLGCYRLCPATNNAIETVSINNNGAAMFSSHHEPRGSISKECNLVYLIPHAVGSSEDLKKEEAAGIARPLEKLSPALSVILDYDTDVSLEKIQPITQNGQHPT
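HEK293 T-REx cells expressing inducible, force-coupled D1 receptor; no-wash Ca dye, 30–90 min RT. Cmpd → 180 s read at 1 Hz → EC80 DA → 180 s read.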
RXFP1 agonist: RXFP1 (human) receptor agonism; Q9HBX9; HEK293T-RXFP1 cAMP TR-FRET, 30 min; response scale: percent of porcine relaxin response, buffer zero; Potency, µM (doses to about 57.5 µM), inactives show top-dose activation, hits mostly activators; 370,000 compounds, 0.3% hits; AID 2676; also: potency is read from the fitted curve at half-maximal effect; % is scaled to controls: 0 for no effect and ±100 for the full control effect; nearly all actives have a fitted effect of over 60% in size; many of its hits are not listed in these tables
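HEK293 cells stably expressing RXFP1, treated 30 min at 37C with compounds plus PDE4 inhibitor Ro 20174; cAMP measured by HTRF TR-FRET. Normalized to buffer and 29 nM porcine relaxin; EC50 by Hill fit.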
GRP78 ERSR act: ER stress response induction in glioma. U87-MG GRP78 promoter luciferase reporter, 16 h. Potency, µM, without a hit: at the top dose activation, most hits filed as activators. 420,000 compounds, 0.02% hits. AID 602332; also: potency is read from the fitted curve at half-maximal effect; series mostly up to about 76 µM; % of control where 0% means no effect; nearly all actives have a fitted effect of over 35% in size
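Stably transfected U87-MG glioma cells carrying a GRP78-based luciferase sensor; 16 h compound incubation. Luminescence end-point read 10 min after Bright-Glo addition at room temperature.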
D1 potentiator: human D1 dopamine receptor positive modulation; potentiation, % at 10 µM; AID 504651; 360,000 compounds, 0.036% hits; HEK293 TREx D1 cells, calcium flux, dopamine EC20 potentiation; in the data active = potentiation above about 30%; also: 0% is about no effect
D2 potentiator: D2 dopamine receptor (human) potentiation; 340,000 compounds, 0.34% hits; HEK293 T-REx D2, calcium flux, EC20 dopamine potentiation; P14416; potentiation, % at 10 µM;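 active = potentiation over 3 SD above the plate norm, cut at about 30% in these data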; also: 0% is about no effect
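Tetracycline-induced HEK293 T-REx cells force-coupled to calcium signalling expressed D2; compounds were pin-added after a 10 s baseline, read kinetically 180 s, then an EC20 dopamine challenge followed with a further 180 s calcium read.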
D1 ag: activates the human D1 dopamine receptor | P21728 | activation, % at 2 µM | HEK293 T-REx D1 cells, calcium flux, agonist mode | 360,000 compounds, 1% hits; in the data active = activation above about 30%; also: 0% is about no effect
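Agonism was scored from calcium flux recorded over 180 s (1 read/s) after pintool compound addition, following a 10-cycle baseline. Cells were inducible force-coupled HEK293 TREx D1, plated overnight at 30 C and loaded with no-wash calcium dye.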
LDHA block: blocks human lactate dehydrogenase A; P00338; purified LDHA, NADH/diaphorase-resazurin fluorescence; stronger effect = lower value; 480,000 compounds, 0.15% hits; activity change, % (values are at about 110 or 230 µM); in the data active = activity change below about -30%; inconclusive = mostly about -25% to -30%;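 also: plate controls were DMSO wells for no effect and wells without enzyme for full effect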
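Human LDH5 (2 nM) was incubated with 0.06 mM NADH and 0.2 mM pyruvate for 5 min at room temperature in Tris pH 7.4. Remaining NADH was coupled through diaphorase/resazurin, and resorufin fluorescence was read at 0 and 20 min.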
* marks the source's active call; other numbers are inactive results; ? = inconclusive; nt = no result given; & = joins results of further samples. Unless noted, calls follow the shape of the dose curve; as a rule, active = well fitted curve in the direction sought with a large enough effect; inconclusive = small, poorly fitted or top-dose-only effect, or another doubt; inactive = no such curve, though single readings can be large; an effect the other way counts as inactive or inconclusive.

Each structure is followed by: Vif-APOBEC3F blk, Vif-APOBEC3G blk, D1 antagonist, RXFP1 agonist, GRP78 ERSR act, D1 potentiator, D2 potentiator, D1 ag, LDHA block
- COc1ccccc1C(=Cc1ccc([N+](=O)[O-])cc1)C(=O)O
    -4.5%, -0.2%, nt, nt, -4.1%, nt, nt, nt, -4.3
- COc1ccc(C(=O)C[n+]2ccccc2C)cc1
    1.3%, 0.1%, 4.9, -1.0%, -4.4%, 4.4, 17.3, 2.9, -1.0
- Cc1ccc(CNC(=O)c2cccc(-n3cnc4cccnc43)c2)cc1
    -6.7%, -3.8%, -4.7, 14.2%, -0.9%, -3.1, 7.1, -1.9, 0.7
- CNC(=S)N=Nc1c(O)[nH]c2ccc(C(C)C)cc12
    3.1%, -6.4%, -0.3, -2.9%, -1.7%, 0.1, -2.7, 4.6, -2.8
- COc1ccc(CCNC(=O)COC(=O)C2COc3ccccc3O2)cc1 (configuration not stated)
    -0.2%, 0.4%, -9.2, -0.4%, -2.9%, -1.7, 6.1, -0.3, -4.7
- O=C(CNS(=O)(=O)c1ccccc1)Nc1ccc2c(c1)OCO2
    -11.1%, 1.3%, 11.5, -0.2%, 1.8%, 8.6, -4.4, 3.6, 5.0
- CCOC(=O)N1CCC(NC(=O)C2CCN(S(=O)(=O)N3CCC(C)CC3)CC2)CC1
    -2.3%, 0.7%, -2.7, 1.8%, -4.6%, 3.1, -0.3, -0.2, -5.3
- Cc1cc(Nc2ccccc2)c2c([N+](=O)[O-])cc(C)c(C)c2n1
    2.4%, -3.8%, -1.8, 0.0%, -4.9%, -5.5, 39.5*, 3.3, 0.3&-0.2
- Cc1nc2ccccn2c1/C(O)=C1\C(=O)C(=O)N(CCN2CCOCC2)C1c1cccnc1 (configuration not stated)
    -2.2%, 2.4%, 15.0, 5.6%, -2.7%, -8.8, -1.7, 2.9, 8.2
- Clc1ccccc1-c1nnc(-c2ccccc2CNc2ccc(Br)cc2)o1
    2.8%, -1.8%, -2.8, 6.3%, 1.2%, 0.3, 12.1, 2.3, -1.0
- Cc1ccc(-n2ncc(N(C)C)c(Cl)c2=O)cc1
    -2.1%, 2.6%, nt, 1.1%, -9.6%, nt, nt, nt, -4.8
- C[C@H](CO)N1C[C@H](C)[C@@H](CN(C)C(=O)NC2CCCCC2)Oc2c(NC(=O)Nc3ccc4c(c3)OCO4)cccc2C1=O
    1.6%, -2.6%, nt, nt, -1.7%, nt, nt, nt, 4.9
- Cc1csc(C(=O)O)c1-c1c(C)csc1C(=O)O
    -0.7%, -2.2%, -13.0, 5.4%, -2.4%, -3.0, 14.5, 3.9, 1.3
- CCCc1ccc(OCC(O)CN2CCc3ccccc3C2)cc1 (configuration not stated)
    -0.6%, -3.5%, 34.9, -1.4%, -2.3%, -0.8, nt, 3.7, -2.3
- COc1ccc(CNC(=O)C2CCCN(c3nccc(C)n3)C2)cc1 (configuration not stated)
    -6.3%, -1.7%, -10.2, -0.6%, -2.2%, 10.7, -4.3, 0.4, -9.0
- S=C(N/N=C1\C2CN3CCN(C2)CC1(c1ccccc1)C3)Nc1ccccc1
    7.8%, 2.8%, 13.1, -0.5%, -3.9%, 7.6, -0.5, 0.7, -3.2
- CCn1ncc(CNC(=O)C2(C)CC2(Cl)Cl)c1C (configuration not stated)
    -5.1%, -0.1%, -9.4, -0.4%, -2.5%, -4.2, -2.4, 6.0, -4.7
- COc1cccc(NC(=O)Nc2ccc3c(c2)nnn3C)c1
    4.6%, 2.1%, -16.8, 0.5%, -1.5%, -6.3, 3.0, 1.3, 1.7
- Cc1cc(=O)oc2cc(OC(C)C(=O)NCCCN3CCCC3=O)c(Cl)cc12 (configuration not stated)
    -8.5%, 5.8%, -10.9, 15.6%, 3.8%, -5.1, 2.8, 1.0, -2.2
- CCOc1ccc(N(C(=O)CC(C)C)S(=O)(=O)c2ccc3c(c2)oc(=O)n3C)cc1
    nt, nt, 5.9, 2.4%, nt, -1.6, -4.6, 11.0, -2.1
- Cc1ccc(C(=O)Nc2cccc(NC(=O)CN3CCCCC3)c2)cc1
    2.8%, -0.8%, 5.7, -1.9%, -2.0%, -1.8, 0.6, 1.6, 4.0
- Nn1cnnc1SC1CCCCC1NS(=O)(=O)c1ccccc1 (configuration not stated)
    1.3%, 2.0%, -13.3, -0.4%, -1.8%, -3.0, 24.2, 3.2, -1.1
- CC1(C)OC(=O)C(=CNCC(O)c2ccccc2)C(=O)O1 (configuration not stated)
    1.1%, 0.5%, -5.3, -0.3%, -1.2%, 1.2, -4.4, 4.7, -13.2
- Cc1c(C(=O)OC2CCC(C)CC2)[nH]c2c1C(=O)CC(c1ccccc1Cl)C2 (configuration not stated)
    -11.2%, ?, -2.1, 4.0%, -2.7%, -2.5, -1.7, 2.5, -0.3
- COc1ccc(NS(=O)(=O)N2CCCCC2)cc1
    0.8%, 2.1%, nt, nt, -1.6%, nt, nt, nt, 1.9
- C=CC[C@@H](CC(=O)N(CCO)Cc1ccccc1)C(=O)N[C@H](COC(=O)[C@@H](CC=C)CC(=O)OC(C)(C)C)Cc1ccccc1
    -2.7%, -8.0%, nt, nt, -1.3%, nt, nt, nt, 5.8
- Cc1ccc(-c2noc(-c3ccc(N4CCOCC4)c([N+](=O)[O-])c3)n2)cc1
    0.8%, 2.3%, 7.2, 15.9%, -5.6%, -1.9, -4.8, 2.0, -6.3
- CCC(=O)N1CCc2cc(CNS(=O)(=O)c3ccc(C(C)C)cc3)ccc21
    -5.7%, 4.9%, -27.4, 4.4%, -2.6%, -2.8, 26.0, 8.1, 2.1
- CCCCCCC(C)OC(=O)Nc1cccc2ccccc12 (configuration not stated)
    -0.2%, -4.4%, 6.8, -0.9%, -3.3%, -3.4, -5.3, 2.0, -0.1
- CCOCCc1nnc(NC(=O)C2CCN(C(=O)c3ccco3)CC2)s1
    ?, -3.5%, -1.3, 0.4%, -1.7%, -1.4, -5.2, -0.5, -3.2
- O=C(CNc1n[nH]c(=O)[nH]c1=O)N/N=C/c1cccnc1
    -2.3%, 1.7%, -2.7, 2.2%, 0.4%, 1.2, 0.7, 2.5, 1.7
- Cc1cc(/C=N\NC(=O)COc2cccc3cccnc23)c(C)n1-c1ccc(Br)cc1
    -1.3%, 2.8%, -17.5, 1.1%, 1.8%, 2.3, nt, -1.0, -1.2
- CCOC(=O)NC(=O)/C(C#N)=C/c1ccc(N(C)C)cc1
    -23.0%, 0.4%, -25.8, -2.8%, 6.1%, -4.8, 2.5, 30.8*, -1.1
- N#CCCN(CCC#N)C(=O)c1ccc(Cl)cc1
    2.5%, -4.8%, 11.2, -0.8%, -3.7%, 1.4, nt, 1.4, -1.2
- COc1ccc(S(=O)(=O)CCC(=O)N2CCN(c3ccc(C(C)=O)cc3)CC2)cc1
    2.8%, 5.6%, -38.8*, 0.3%, 1.3%, -11.4, -0.6, 9.9, -0.6
- O=C(CSc1ccc(-c2ccccn2)nn1)Nc1ccc(F)c(F)c1
    0.2%&-4.8%, -12.2%&-4.8%, -5.5&-5.6, 7.8%&0.2%, -0.8%&-0.7%, -4.0&-3.0, -0.4&-13.0, 3.0&12.4, -1.5&-2.6
- CCOC(=O)c1cnc(N)nc1C(F)(F)F
    4.7%, -0.1%, 4.4, 1.0%, 6.5%, 12.2, 3.1, 3.2, 0.2
- CC(NC(=O)C1CCN(c2nc3ccccc3nc2C(F)(F)F)CC1)c1ccccc1 (configuration not stated)
    -12.2%, 5.5%, -4.0, ?, -3.5%, -3.9, -1.7, 3.7, -13.5
- CCCCn1c(C)nc2c(=O)n(C)c(=O)[nH]c21
    4.6%, 0.4%, -8.5, -0.6%, -2.7%, 0.3, 0.8, 4.4, 0.2
- CC(C)(C)OC(=O)N1CCC(CNC(=O)c2ccc(F)cc2F)CC1
    -11.8%, 0.7%, -4.1, -3.0%, -1.9%, -1.4, 2.0, 4.3, -4.4
- O=C(/C=C/Nc1ccccc1F)c1ccc(Br)cc1
    3.2%, 1.4%, 4.5, 0.6%, -8.9%, 1.6, -14.9, 0.1, -10.7
- Cc1ccc(NC2(C#N)CCCC2)cc1
    -6.8%, -0.2%, nt, nt, -1.2%, nt, nt, nt, 0.2
- O=[N+]([O-])c1ccc(CCn2ccnc2)cc1
    -2.4%, -0.3%, -4.3, 1.2%, -6.7%, -4.9, -5.3, 1.5, -9.2
- CC(=O)Nc1ccc(S(=O)(=O)NCCC(=O)OC(C)C(=O)NC2(C#N)CCCCC2)cc1 (configuration not stated)
    15.2%, 3.8%, 26.8, 2.6%, -0.6%, -1.4, 4.7, 2.1, -9.5
- CC1(C)Cc2c(C#N)c(N3CCCC3)nc(-c3ccco3)c2CO1
    nt, nt, -10.2, 7.5%, nt, -3.0, -10.4, 0.4, nt
- CCOC(=O)C(=CN(CCc1ccccc1)CC(=O)OC)C(=O)OCC
    -10.1%, 0.4%, 13.2, 3.8%, -0.6%, -4.1, 1.0, -1.7, 1.9
- O=C(COn1nnc2ccc(C(F)(F)F)cc21)Nc1nnc(-c2ccccc2)o1
    2.9%, 1.8%, -5.1, 0.2%, 0.5%, -20.5, 2.2, 0.9, -1.1
- Cc1nc(CN(C)Cc2nc(Cc3cccc(F)c3)no2)cs1
    15.7%, 4.6%, -3.4, -1.4%, -3.7%, 7.8, nt, 0.2, -9.2
- COc1ccc(CCNCC(O)c2ccccc2)cc1 (configuration not stated)
    0.8%, -0.1%, 7.8, 0.2%, -5.0%, -4.5, 6.2, 7.0, -7.5
- CCOC(=O)c1c(NC(=O)CSc2nnc3c(Cl)cc(Cl)cn23)sc2c1CCC2
    -1.2%, 0.5%, -4.3, 1.3%, -4.1%, 10.0, 5.7, 6.8, -1.3
- CCCc1nn2c(=O)cc(CSCC(=O)Nc3ccc(C)cc3)nc2s1
    1.6%, 1.6%, -17.2, -1.1%, 2.9%, 1.5, -1.1, -0.1, -2.6
- CCCCNC(=O)c1cc2c(C)cc(C)cc2[nH]1
    -2.8%, -0.1%, -4.0, -0.3%, 10.1%, 0.5, -24.2, -0.2, -3.0
- O=[N+]([O-])c1ccc(NC(=S)N2CCCC2)cc1
    8.9%, 0.9%, -10.3, 4.8%, 0.7%, -3.7, 3.7, 3.2, 4.3

Screening data as filed in PubChem.

Some of the compounds tested; count on the stated rates, not on these rows.
